Assay outcomes: PubChem BioAssay, Broad Institute
FN deposit inh: fibronectin deposition inhibition; AH1F fibroblasts, Alexa488-fibronectin deposition fluorescence, overnight; inhibition, % at 12.6 µM; 0.086% of 350,000 active; AID 743247;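 active = mean inhibition across replicates of 30% or more, regardless of how many single replicates reach that level; inconclusive = mean under 30% yet at least half of replicates reach 30%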;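 note: positive control wells lacked labelled fibronectin entirely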
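Test system: AH1F fibroblast monolayer depositing Alexa488-labelled fibronectin into matrix. Input: 10000 cells per well. Technique: fluorescence, ex 485 nm, em 525 nm. Buffer or medium: DMEM plus 2% serum, read in PBS. Timing: 1 h cell adhesion before compound, then overnight fibronectin incubation. Compound: single dose, pinned. Read-out basis: inhibition from reduced deposited-fibronectin fluorescence.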
esBAF inh: blocks esBAF chromatin remodeling in mouse ES cells | Bmi1-luciferase knock-in reporter, 24 h; 100% = twice the neutral-well signal | reporter increase, % at 12.5 µM | 2% of 350,000 active | AID 602393; in the data active = activation above about 40%; inconclusive = no clear call, values can overlap the other calls;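 note: 0% = median of the plate's neutral control wells and 100% = double that signal; a rise in the Bmi1 reporter signal indicates esBAF inhibition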
S100A4 inh HTS: inhibitors of human S100A4 binding to myosin IIA peptide; P26447; S100A4/TAMRA-MyoIIA peptide fluorescence polarization; inhibition, % at 10.7 µM; 0.14% of 360,000 active;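 active = mean inhibition of at least 70% across replicates, with every replicate also reaching that level; inconclusive = mean inhibition reaches 70% but some replicates fall short; inactive = mean inhibition below 70%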
Target sequence (P26447 whole entry, looked up): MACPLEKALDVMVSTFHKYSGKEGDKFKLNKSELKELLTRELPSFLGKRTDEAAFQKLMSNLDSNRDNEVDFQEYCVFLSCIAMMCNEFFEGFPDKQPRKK
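incubation = readout 5 min after mixing, signal stable up to 60 min | system = S100A4 monomer protein | buffer or medium = HEPES pH 7.2 with CaCl2, KCl, NaCl, DTT, Triton | benchmarks = neutral control DMSO, positive control TFP | also added = fluorescent myosin IIA peptide, 5 nM | compound dosing = one concentration per compound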
SIRT5 block: blocks human SIRT5 desuccinylation of peptide. 1.1% of 330,000 active. AID 652115. Purified SirT5, succinyl-peptide AMC, trypsin-coupled fluorescence. Q9NXA8. inhibition, % at 15 µM; in the data active = inhibition above about 15%; inconclusive = no clear call, values can overlap the other calls
Target sequence (Q9NXA8 whole entry, looked up): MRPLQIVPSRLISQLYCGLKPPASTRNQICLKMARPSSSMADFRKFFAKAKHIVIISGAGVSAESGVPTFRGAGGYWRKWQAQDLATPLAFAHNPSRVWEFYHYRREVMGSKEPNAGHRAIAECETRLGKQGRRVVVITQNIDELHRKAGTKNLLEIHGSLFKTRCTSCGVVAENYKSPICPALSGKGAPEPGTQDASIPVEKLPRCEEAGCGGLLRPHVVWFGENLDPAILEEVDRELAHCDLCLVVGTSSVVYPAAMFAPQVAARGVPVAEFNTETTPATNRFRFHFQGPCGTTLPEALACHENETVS
Statin myotox sup: suppression of simvastatin myotoxicity; C2C12 myotubes + simvastatin, ATP luminescence, 48 h; scaled: DMSO 0, geranylgeraniol control 100; rescue of ATP level, % at 7.49 µM; 0.78% of 330,000 active;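 active = mean ATP rescue above about 67%, or every replicate alone reaching that limit, limit read from the data, passing the limit was not always enough; inconclusive = no clear call, values can overlap the other calls; inactive = mean under the limit and some replicate under it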;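 note: myotubes were challenged with 10 µM simvastatin during compound exposure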
CASP6 VEID inh: inhibitors of human caspase-6 | P55212 | inhibition, % at 12.5 µM | AID 686996 | purified caspase-6, Z-VEID-R110 cleavage fluorescence | 0.53% of 350,000 active;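 active = mean inhibition across replicates at least about 35%, with every replicate also reaching that limit, limit read from the data; inconclusive = only one of the two criteria met; inactive = neither criterion met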;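 note: 0% = median of neutral control wells and 100% = no fluorescence left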
Target sequence (P55212 24-179 limits assumed): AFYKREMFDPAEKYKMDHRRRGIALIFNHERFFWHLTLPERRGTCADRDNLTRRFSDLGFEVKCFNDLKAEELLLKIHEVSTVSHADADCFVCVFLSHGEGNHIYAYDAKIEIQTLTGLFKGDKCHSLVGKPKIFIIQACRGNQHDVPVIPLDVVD
Target sequence (P55212 194-293 limits assumed): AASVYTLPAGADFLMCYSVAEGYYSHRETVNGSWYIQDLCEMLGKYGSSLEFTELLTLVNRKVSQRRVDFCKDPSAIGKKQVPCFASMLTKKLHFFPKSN
LGR2 inh: Drosophila LGR2 receptor signaling inhibition | HEK293 LGR2, CRE-luciferase, bursicon-stimulated, 4 h | inhibition, % at 9.99 µM | 0.35% of 380,000 active | AID 720647;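 active = drop in luminescence signal, shown as inhibition above about 50% in the replicate tests, limit read from the data, passing the limit was not always enough; inconclusive = probably only some replicates passing the limit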;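 note: agonist challenge used bursicon conditioned medium at about half maximal strength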
The depositor's hits bear a star; ? = inconclusive; . = no result given; & = joins results of further samples.

SMILES | FN deposit inh | esBAF inh | S100A4 inh HTS | SIRT5 block | Statin myotox sup | CASP6 VEID inh | LGR2 inh
C[C@H]1CN([C@@H](C)CO)C(=O)Cc2cc(NC(=O)C3CC3)ccc2O[C@H]1CN(C)S(=O)(=O)c1ccc(F)cc1 | . | 1.5 | 11.1 | 4.1 | -12.1 | -3.2 | -22.3
O=C(CCN1C(=O)c2ccncc2C1=O)Nc1cc(F)ccc1F | -0.9 | -6.9 | 1.1 | 0.8 | -7.5 | 16.2 | -3.2
O=C(NCc1cccnc1)NC(=O)c1ccc(Cl)cc1 | 1.6 | 18.2 | -3.5 | -1.3 | 10.7 | 0.6 | -16.7
O=C(CCC(=O)NC1CCCCC1)NCc1ccc(F)cc1 | 3.3 | -8.8 | 3.1 | -7.6 | 0.1 | -2.0 | 8.0
O=C1OCC/C1=C\NCCCN/C=C1\CCOC1=O | -4.7 | -0.5 | 1.4 | . | 7.2 | -1.1 | -10.0
Cn1c(=O)[nH]c(=O)c2c1nc(CN1CCOCC1)n2Cc1ccccc1 | . | 3.0 | -1.5 | 8.2 | -2.4 | 51.2* | -6.7
Cn1c(SCC(=O)N2CCCCCC2)nnc1-c1ccco1 | -2.1 | -0.3 | 1.1 | 4.1 | -1.5 | 3.3 | -6.8
O=C(Nc1cccc2ccccc12)c1ccc([N+](=O)[O-])cc1 | -0.4 | 15.8 | 2.2 | -4.5 | 6.6 | -1.4 | -11.8
O=C(Cn1c(NCCCO)nc2ccccc21)c1ccc(Cl)cc1 | -0.2 | -3.5 | 0.0 | -2.0 | 6.5 | -2.3 | -6.2
COc1ccc(CCNCC(C)c2ccccc2)cc1 (configuration not stated) | 0.6 | -9.1 | -4.0 | -3.1 | -4.7 | -3.8 | 2.4
CCCCNC(=O)C1CC(c2c(Cl)cccc2Cl)=NO1 (configuration not stated) | -1.6 | 4.2 | -1.4 | . | -0.6 | 2.0 | -8.7
Cc1cc(SC(C)C(=O)O)nc2ccccc12 (configuration not stated) | -4.3 | . | -1.7 | 1.5 | . | . | 5.5
COc1ccc(NC(=O)N(C)C[C@H]2OCCCC[C@H](C)Oc3ccc(NC(=O)Nc4ccc5c(c4)OCO5)cc3C(=O)N([C@@H](C)CO)C[C@@H]2C)cc1 | 2.9 | 5.4&5.9 | -4.0&4.9 | -1.5&13.6 | 9.3&0.3 | -0.8&2.2 | 6.7
COc1ccc(CNC(=O)CN(C(=O)Cn2nnc(-c3ccccc3F)n2)c2ccc(C)cc2)cc1 | 2.5 | 1.3 | 3.8 | 0.5 | 2.3 | 1.6 | 12.0
Cc1ccccc1S(=O)(=O)N[C@H]1CC[C@H](CCn2cc(Cc3ccccc3)nn2)O[C@H]1CO | -0.6 | -0.1 | -3.8 | 7.9 | 2.6 | 0.8 | -7.8
N#Cc1cnn2c3c(cnc12)C(=O)N1CCc2ccccc2C1C3 (configuration not stated) | -0.6 | . | -1.6 | 7.5 | . | 3.8 | -18.6
O=C(CN1CCOCC1)N1CC(=O)N2[C@H](C1)[C@H](c1ccc(/C=C/c3ccccc3)cc1)[C@@H]2CO | . | . | -8.6 | -3.2 | . | 1.8 | -9.7
Cc1cccc(S(=O)(=O)N[C@H]2CC[C@@H](CCn3cc(-c4ccccn4)nn3)O[C@@H]2CO)c1 | 10.7 | -7.0 | 5.5 | 3.8 | 2.6 | -0.8 | 1.3
Fc1ccccc1N1CCN(CC2CCCCC2)CC1 | 7.4 | 1.1 | -1.0 | -4.5 | 10.7 | -4.2 | 0.6
CCOC(=O)C1CCCN(C(=O)CCn2nc(-c3ccccc3)ccc2=O)C1 (configuration not stated) | 9.2 | . | -6.0 | . | . | 0.2 | 1.4

Copied from the entries so far (3 entries):
SMILES | FN deposit inh | esBAF inh | S100A4 inh HTS | SIRT5 block | Statin myotox sup | CASP6 VEID inh | LGR2 inh
C[C@H]1CN([C@@H](C)CO)C(=O)Cc2cc(NC(=O)C3CC3)ccc2O[C@H]1CN(C)S(=O)(=O)c1ccc(F)cc1 | . | 1.5 | 11.1 | 4.1 | -12.1 | -3.2 | -22.3
O=C(CCN1C(=O)c2ccncc2C1=O)Nc1cc(F)ccc1F | -0.9 | -6.9 | 1.1 | 0.8 | -7.5 | 16.2 | -3.2
O=C(NCc1cccnc1)NC(=O)c1ccc(Cl)cc1 | 1.6 | 18.2 | -3.5 | -1.3 | 10.7 | 0.6 | -16.7

Continued:
SMILES | FN deposit inh | esBAF inh | S100A4 inh HTS | SIRT5 block | Statin myotox sup | CASP6 VEID inh | LGR2 inh
Cc1[nH]c(=S)c(C#N)c(C)c1Cc1ccc(Cl)cc1Cl | -7.6 | . | -3.5 | -0.9 | . | 7.5 | 6.1
COCCN(CC(=O)Nc1cccc(C)c1C)C(=O)Cn1c(=O)cnc2ccccc21 | 4.6 | 2.0 | -13.8 | -1.6 | -0.2 | -1.2 | -1.4
COc1cccc(CNC(=O)CCC2CCCN(Cc3cc4ccccc4o3)C2)c1 (configuration not stated) | -8.3 | . | -7.2 | 6.5 | . | -5.4 | -23.2
Cc1ccc(C(=O)NC2CCCc3c2cnn3-c2ccc(F)cc2F)cn1 (configuration not stated) | -1.6 | -19.4 | 0.4 | 20.3* | -4.1 | 0.6 | 23.1
COc1ccc(CN2C(=O)c3ccccc3C2C(=O)NC2CCC(C)CC2)c(OC)c1 (configuration not stated) | 8.2 | -2.0 | -17.2 | -7.1 | -42.4 | 2.1 | -21.6
CC(C(=O)N(C)C1CCS(=O)(=O)C1)N1C(=O)/C(=C/c2ccco2)SC1=S (configuration not stated) | -8.0 | -4.4 | -40.2 | 3.2 | -5.6 | 45.1* | 15.2
CN1[C@@H]2c3ccc(-c4cccc(F)c4)c(=O)n3C[C@H]1[C@H](CO)[C@H]2C(=O)N1CCOCC1 | . | 0.1 | -6.2 | -5.2 | -7.3 | -1.5 | -0.8
CC(=O)Nc1ccc(CN2CCC(N3CCC(C(=O)NC4CC4)CC3)CC2)cc1 | 0.5 | -2.4 | 2.1 | . | 1.8 | -2.9 | -5.4
CCCOc1ccc(-c2nnc(N)s2)cc1 | 3.3 | ? | . | . | -2.4 | . | .
CCN(CC)c1c2c(c(C#N)c3nc4ccccc4n13)CCC2 | -11.9 | -7.6 | . | . | -5.0 | . | .
Cc1ccc(Nc2nc(N)nc(CSCCO)n2)cc1 | -0.5 | ? | . | . | -8.2 | . | .
CC(C)N(Cc1nccn1C)C(=O)c1ccc2oc(CCCc3ccccc3)nc2c1 | . | 4.8 | -1.2 | -1.4 | -1.7 | -2.2 | 1.2
C[C@@H]1CCCCO[C@H](CN(C)CC2CC2)[C@H](C)CN([C@@H](C)CO)C(=O)c2cc(NS(=O)(=O)c3cn(C)cn3)ccc2O1 | . | -3.4 | 6.8 | -2.1 | . | -3.2 | 8.8
C[C@H]1CN([C@@H](C)CO)C(=O)CCCn2nncc2CO[C@H]1CN(C)S(=O)(=O)c1ccc(Oc2ccccc2)cc1 | -0.3&14.0 | 5.8&0.2&9.8 | 5.0&-1.1&14.6 | 3.3&-1.9 | -2.0&9.1&8.9 | 4.9&1.1&3.3 | 1.3&13.6
CN(CC(O)COCc1ccc2c(c1)OCO2)C1CCCCC1 (configuration not stated) | . | . | 0.3 | 0.8 | . | 0.0 | 4.1
COc1cc2c(c(OC)c1OC)C1(CCCCC1)CC2NCC=C(C)C (configuration not stated) | -12.3 | . | -1.2 | -2.0 | . | -3.4 | -8.4
O=C(Nc1ccc(Cl)cc1C(=O)Nc1ccncc1)c1ccco1 | 9.4 | 2.1 | . | . | 91.5* | . | 5.5
CCN(Cc1ccccc1)C(=O)CCS(=O)(=O)c1ccc2c(c1)CCN2C(C)=O | 8.1 | 4.4 | -5.5 | -0.5 | 0.7 | 2.1 | 2.5
O=C(C1CCCC1)N1CC2(C1)[C@@H](c1ccccc1)[C@@H](CO)N2Cc1ccc(Cl)cc1 | -1.1 | . | 0.1 | 5.0 | . | 1.4 | -26.3
C[C@H](CO)N1C[C@H](C)[C@@H](CN(C)Cc2ccc(C(=O)Nc3ccccc3N)cc2)Oc2ccc(NC(=O)Cc3cn(C)c4ccccc34)cc2C1=O | -10.6 | -11.2 | -7.6 | 11.5 | -8.5 | -0.8 | -2.0
O=C(C[C@@H]1C[C@@H]2c3cc(NC(=O)Nc4ccc(C(F)(F)F)cc4)ccc3O[C@@H]2[C@@H](CO)O1)NCc1cc(F)ccc1F | . | 5.3 | -0.6 | 3.2 | 0.2 | 2.4 | -9.2
CO[C@H]1CN(C)C(=O)c2cc(C#N)ccc2OCC[C@@H]2CC[C@@H](OC)[C@@H](CN(C)C(=O)[C@H]1C)O2 | 8.9 | -2.1 | 10.4 | 2.1 | 18.1 | 4.1 | -51.1
Cc1cccc(S(=O)(=O)NC(=O)C2(C)CCN2C(=O)Cc2ccc(-c3ccccc3)cc2)c1 (configuration not stated) | 4.8 | 8.2 | -6.8 | -1.2 | 6.6 | 2.2 | 4.5
Cc1nc2ccc(C(=O)N(C)Cc3ccco3)cn2c1N(C)CC1CCCCC1 | 13.2 | -3.9 | -0.3 | 4.0 | -14.6 | . | -0.6
CCOC(=O)N1CCN(c2cc(N(C)CCO)c([N+](=O)[O-])c3nonc23)CC1 | 4.9 | . | 0.5 | 3.1 | . | . | 0.7
CC(Nc1ccc2c(c1)OCCO2)C(=O)N1c2ccccc2CC1C (configuration not stated) | -6.7 | . | 1.3 | -3.3 | . | -2.0 | 4.3
O=C(Nc1cc(F)ccc1F)N1CCCCN2[C@H](CO)[C@H](c3ccc(-c4cccnc4)cc3)[C@@H]2C1 | . | 0.7 | -14.9 | 1.5 | 2.9 | . | 2.1
C=CCn1c(SCC(=O)NCCO)nc2sc(C)c(C)c2c1=O | . | . | -1.2 | -2.7 | . | 1.2 | -8.4
C[C@H]1CN([C@@H](C)CO)C(=O)c2cc(NS(=O)(=O)c3ccccc3)ccc2O[C@H]1CN(C)Cc1ccc(-c2ccccc2)cc1 | . | 0.6 | 2.5 | -0.4 | 25.9 | 1.0 | 2.8
CCCN(C(=O)c1cn(-c2ccccc2)nc1-c1ccc(OC)cc1)C1CCS(=O)(=O)C1 (configuration not stated) | -11.0 | -0.2 | 7.2 | -2.2 | -4.8 | -66.8 | 16.9
CC(=O)c1cccc(NC(=O)CO/N=C2/CCCc3nonc32)c1 | 4.8 | 4.5 | 3.7 | 0.1 | 2.4 | 2.3 | 0.6
CCOC(=O)N1CCC(N2Cc3cccc(C(=O)Nc4ccc(OC)c(OC)c4)c3C2=O)CC1 | 1.1 | 9.8 | -0.1 | 4.1 | -5.2 | 11.7 | .
CN(C)C(=O)[C@]1(Cc2ccccc2)N=C(c2ccc(OCCCO)cc2)O[C@@H]1c1ccccc1 | . | . | -7.2 | 2.0 | . | 1.5 | .
O=C(C[C@@H]1C[C@@H]2c3cc(NC(=O)c4ccc5c(c4)OCO5)ccc3O[C@@H]2[C@@H](CO)O1)NCc1ccc(Cl)cc1 | 12.9 | -6.3 | 3.3 | 0.1 | 2.2 | -4.3 | -8.5
COc1ccc(N2CCN(C3CCCN(Cc4ccc(F)cc4Cl)C3)CC2)cc1 (configuration not stated) | -2.3 | -13.0 | -4.1 | -3.3 | 15.3 | -1.9 | 5.9
COc1ccccc1C(CC(=O)c1ccccc1)CC(=O)c1ccccc1 | . | -7.8 | 0.5 | 3.5 | 8.8 | -0.3 | 26.5
CC(=O)Nc1ccc(N=Nc2ccccc2)cc1[N+](=O)[O-] | 3.1 | 56.4* | -17.6 | 2.3 | -1.9 | -2.1 | -62.8
C/C(=N\NC(=O)CC1N=C(Cc2ccccc2)NNC1=O)c1ccccc1 (configuration not stated) | 1.6 | -5.4 | . | . | -2.9 | . | .

These rows are one share of the data; the hit share may differ from the screen's.
